Compound activity: PubChem BioAssay, several laboratories
SKN-1 block: blocks SKN-1 activity in C. elegans. C. elegans VP596 Pgst-4::GFP/RFP ratio, acrylamide-induced, 24 h. 0.49% of 360,000 active. inhibition, % at 21.8 µM;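 active = interference check ratio from 0.5 to 1.5 plus GFP to RFP signal ratio inhibition reaching or exceeding a fixed threshold, cut at about 30% in these data, passing the limit was not always enough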; also: some compounds called inactive have numbers as strong as hits
Rin1-Abl PPI inh: inhibitors of human Rin1-Abl protein interaction; AID 588664; TR-FRET Rin1/Abl binding, biochemical; 0.4% of 360,000 active; inhibition, % at 7.35 µM; P00519+Q13671; in the data active = inhibition above about 5%, passing the limit was not always enough
PABP1 MLLE inh: inhibitors of microRNA-mediated deadenylation, human PABP1 MLLE binding; P11940; GST-MLLE / FITC-PAM2 fluorescence polarization; inhibition, % at 20 µM; 0.36% of 360,000 active; AID 588489; in the data active = inhibition above about 35%, passing the limit was not always enough;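 also: plate controls were DMSO wells with GST-MLLE for no effect and wells lacking GST-MLLE protein for full effect; some results filed as inactive read as strong as hits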
Neddyl block: inhibitors of human cullin neddylation | P61081+Q13564 | TR-FRET cullin neddylation, biochemical | calls only at 25 µM | 0.58% of 360,000 active | AID 651699; in the data active = inhibition above about 36%
Target sequence (P61081 whole entry, looked up): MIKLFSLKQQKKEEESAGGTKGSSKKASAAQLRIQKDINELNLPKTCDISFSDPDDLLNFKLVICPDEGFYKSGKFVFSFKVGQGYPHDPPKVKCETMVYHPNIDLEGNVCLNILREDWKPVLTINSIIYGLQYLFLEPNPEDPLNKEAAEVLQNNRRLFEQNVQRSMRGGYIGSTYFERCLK
Target sequence (Q13564 whole entry, looked up): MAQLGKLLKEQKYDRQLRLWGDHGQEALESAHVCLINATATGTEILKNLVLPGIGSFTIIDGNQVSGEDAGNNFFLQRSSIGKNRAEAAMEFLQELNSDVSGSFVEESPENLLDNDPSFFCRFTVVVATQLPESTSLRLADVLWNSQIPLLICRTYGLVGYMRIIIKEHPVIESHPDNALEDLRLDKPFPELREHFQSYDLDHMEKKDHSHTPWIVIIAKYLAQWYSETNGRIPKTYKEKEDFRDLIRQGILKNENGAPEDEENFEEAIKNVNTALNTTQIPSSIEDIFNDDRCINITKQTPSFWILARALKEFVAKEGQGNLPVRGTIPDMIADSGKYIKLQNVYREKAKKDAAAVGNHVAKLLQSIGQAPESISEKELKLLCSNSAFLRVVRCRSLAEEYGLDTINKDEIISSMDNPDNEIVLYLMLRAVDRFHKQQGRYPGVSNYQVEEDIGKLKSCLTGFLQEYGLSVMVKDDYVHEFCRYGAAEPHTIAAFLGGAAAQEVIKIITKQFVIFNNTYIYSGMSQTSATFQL
bovine MsrA act: activators of bovine methionine sulfoxide reductase A | activation, % at 10.6 µM | 0.3% of 360,000 active | purified bovine MsrA, absorbance read-out; in the data active = activation above about 7.5%;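 also: 0% = vehicle and 100% = reference activator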
MT1-MMP act inh: MT1-MMP (human) activation inhibition; HT1080 RFP-PRO-GFP cells, GFP/RFP ratio fluorescence, overnight; percent of plate control window, DMSO zero; GFP/RFP ratio change, % at 20 µM; 0.061% of 360,000 active; AID 651647;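 active = GFP/RFP ratio change of at least 30% with cell ATP level not reduced by more than half and red fluorescence within 50% of control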; also: strong numbers were not always called active
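Assay system – RFP-PRO-GFP reporter HT1080 cells · Compound dosing – single dose of 20 µM compound, 1% DMSO final · Incubation – overnight compound exposure at 37 °C · Measure – GFP/RFP fluorescence ratio · Benchmarks – DMSO wells and RFP-L50D-GFP cells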
FAS-TE inh: inhibitors of human fatty acid synthase thioesterase domain; inhibition, % at 15 µM; P49327; 0.67% of 360,000 active; recombinant FAS-TE, OMFH fluorogenic substrate, fluorescence endpoint;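 active = compounds whose normalised, plate-corrected inhibition of enzyme fluorescence in the single-dose primary screen is 50% or more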;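 also: 0% = DMSO with enzyme and 100% = substrate without enzyme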
NRP1-CendR mod: NRP-1/CendR interaction modulation. O14786. FAM-RPARPAR peptide binding to NRP-1, fluorescence polarization. inhibition, % at 25 µM. 0.85% of 360,000 active;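 active = inhibition or corrected inhibition above about 18%, plus a signal ratio from 0.5 to 1.5, limit read from the data, passing the limit was not always enough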; also: strong numbers were not always called active
eLon inh: inhibitors of E. coli Lon protease; P0A9M0; purified E. coli Lon protease, fluorescence polarization; inhibition, % at 7.94 µM; 0.42% of 360,000 active; in the data active = inhibition above about 13%, passing the limit was not always enough;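 also: 0% = enzyme with probe and DMSO and 100% = no enzyme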
Numbers without * were called inactive; i = inactive; . = not tested or not shown.

SMILES	SKN-1 block	Rin1-Abl PPI inh	PABP1 MLLE inh	Neddyl block	bovine MsrA act	MT1-MMP act inh	FAS-TE inh	NRP1-CendR mod	eLon inh
Cc1oc2c(C)c3oc(=O)c(CC(=O)N[C@@H](CCCNC(N)=O)C(=O)O)c(C)c3cc2c1C	22	0	-4	.	-1	8	-8	1	-5
O=C(N/N=C/c1ccc(-c2ccc(Br)cc2)o1)c1ccc2c(c1)OCO2	-16	-2	-25	i	-2	-7	2	-43	-22
C=CCc1cccc(CNc2c(C)cc(C)cc2C)c1O	-5	2	13	i	0	-5	13	-5	-9
CC1CC(C)CN(CCCNC(=O)c2ccc3c(c2)N(Cc2ccccc2)C(=O)c2ccccc2S3=O)C1 (centres undefined)	5	3	6	i	-7	1	-4	2	-1
O=C(CCC1N=C2c3ccccc3N=C(SCC(=O)NCc3ccco3)N2C1=O)NCc1ccco1 (centres undefined)	3	-8	34	i	-1	-4	-2	-16	-3
CCNC(=O)C1(C)CCN(C(=O)c2cc(OC)c(OC)c(OC)c2)C1 (centres undefined)	12	0	-7	i	-3	0	-6	0	8
COC(=O)c1sc(-c2ccc(Cl)cc2)cc1NC(=O)c1ccccc1C(=O)O	-7	1	2	i	-5	1	-13	-63	3
N#C/C(=C\c1cc2c(cc1Br)OCO2)c1ccc(C(=O)O)cc1	10	-2	-12	i	-3	-2	39	-2	3
COc1ccccc1NS(=O)(=O)c1cc(NC(=O)c2ccncc2)ccc1N1CCOCC1	11	-3	18	i	-5	0	-3	-4	-21
CCC(=O)N(CC)c1nc(-c2ccc(OC)cc2)cs1	-1	-1	17	i	-1	-6	17	2	-2
CCc1cc(-c2nnn(CCC3COCCO3)c2CC)ccc1-c1cn(Cc2ccccc2)nn1 (centres undefined)	-3	3	8	i	-12	5	5	-9	-7
O=C(CCNC(=O)c1ccc(Br)cc1)NCCCN1CCCC1=O	-3	3	-3	i	-3	2	-5	22	2
O=C(c1ccoc1)N1CCC2(CC1)Oc1ccc(F)cc1C(=O)C21CC(c2ccc(Cl)cc2)=NO1 (centres undefined)	12	1	-1	i	-2	7	74*	16	2
CSc1nc(-c2ccccc2)nc(N2CCN(C)CC2)c1C(C)=O	-15	-1	-19	i	-2	-4	0	-1	-7
CCSc1ccc(NC(=O)c2cccnc2)cc1	-2	-2	-4	i	-2	-11	0	-9	-5
c1ccc(-c2cc(-c3cc(-c4ccccc4)on3)no2)cc1	27	-1	14	i	-1	1	-5	1	-5
Cc1[nH]n2c(=O)cc(Cc3ccccc3)nc2c1C#N	-9	-4	8	i	-3	-3	-5	-2	-1
CC(=O)NCCOc1cccc2ccccc12	0	-2	5	i	-2	-3	-5	-4	2
CCn1c(SCC(=O)Nc2ccc(OC)c(OC)c2)nnc1-c1ccco1	-4	-4	10	i	-2	8	-5	3	3
COc1ccc2c(c1)nc(-c1cccc(Br)c1)c(=O)n2C(c1ccccn1)c1nc2ccccc2[nH]1 (centres undefined)	18	1	-36	i	-11	5	9	-8	-5
C=CCn1c(SCC(=O)NC2CCCC2)nc2c([nH]c3ccccc32)c1=O	25	-1	-5	i	-4	0	-8	1	-6
CCc1cc(=O)oc2cc(C)cc(OCC(=O)NC(Cc3c[nH]c4ccc(O)cc34)C(=O)O)c12 (centres undefined)	-7	1	2	i	-4	-1	-3	0	-3
C[C@@H]1O[C@@H](Oc2c(-c3cc(O)c(O)c(O)c3)oc3cc(O)cc(O)c3c2=O)[C@H](O)[C@H](O)[C@H]1O	12	44*	0	i	-6	3	-9	-28	17
Cc1ccc(OCC(=O)NC2CCCc3ccccc32)c(C)c1 (centres undefined)	1	-4	9	i	-2	-4	22	-4	2

Next section (4 carried over from the part before).
SMILES	SKN-1 block	Rin1-Abl PPI inh	PABP1 MLLE inh	Neddyl block	bovine MsrA act	MT1-MMP act inh	FAS-TE inh	NRP1-CendR mod	eLon inh
C=CCn1c(SCC(=O)NC2CCCC2)nc2c([nH]c3ccccc32)c1=O	25	-1	-5	i	-4	0	-8	1	-6
CCc1cc(=O)oc2cc(C)cc(OCC(=O)NC(Cc3c[nH]c4ccc(O)cc34)C(=O)O)c12 (centres undefined)	-7	1	2	i	-4	-1	-3	0	-3
C[C@@H]1O[C@@H](Oc2c(-c3cc(O)c(O)c(O)c3)oc3cc(O)cc(O)c3c2=O)[C@H](O)[C@H](O)[C@H]1O	12	44*	0	i	-6	3	-9	-28	17
Cc1ccc(OCC(=O)NC2CCCc3ccccc32)c(C)c1 (centres undefined)	1	-4	9	i	-2	-4	22	-4	2
COc1ccc(CC(CC(=O)O)C(=O)NCc2ccccc2)cc1 (centres undefined)	6	2	11	i	-4	2	-4	1	4
CCCCn1c(=O)[nH]c(=O)c2c1nc(-c1ccc(OC(F)F)c(OC)c1)n2C	-1	0	2	i	-4	4	0	12	-6
Cc1nccn1CC(=O)N/N=C/c1cc(Br)cs1	-15	-3	1	i	-4	-1	-5	-6	4
O=S(=O)(c1ccc(F)cc1)N1CCN(C(=S)NCC2CCCO2)CC1 (centres undefined)	-8	1	-111	i	-4	0	-7	0	-3
O=C(c1cc(S(=O)(=O)N2CCOCC2)c(Cl)cc1Cl)N1CCCCC1CO (centres undefined)	-5	-3	-4	i	-14	-3	-6	11	0
Cc1ccc(SCC(=O)NCc2ccncc2)cc1	-4	1	-1	i	-3	1	-12	20	8
CC1CCCN(C(=O)Cn2cnc3c2c(=O)n(C)c(=O)n3C)C1 (centres undefined)	-19	-2	1	i	-1	0	-8	9	3
O=C(Cc1ccc2ccccc2c1)Nc1ccccc1Br	1	1	3	i	-3	-4	-3	3	-12
CCc1[nH]nc(C(=O)N2CCCC(CO)(Cc3ccc(F)cc3F)C2)c1C (centres undefined)	-6	-3	8	i	-3	-3	-1	1	8
Cn1cnnc1SCC(=O)NNC(=O)COc1ccc(Cl)cc1	1	0	-6	i	-2	1	-5	5	3
COc1ccc(CNC(=O)C[C@H]2C[C@H](C(=O)N3CCOCC3)[C@@]3(CCC4CCCC4)c4[nH]c5cc(-c6ccco6)ccc5c4CCN3C2=O)cc1OC	32	-1	-16	.	0	-7	36	5	-8
COCCNc1nc(Oc2ccc(C(N)=O)cc2)c2sccc2n1	-8	0	10	i	-5	-1	-10	20	-3
CCc1ccc(-c2cc3c(=O)n(CC(=O)NCCCN4CCN(C)CC4)ncn3n2)cc1	-1	-1	4	i	1	5	-6	3	-5
CCCNC(=O)COc1coc(CN2CCN(c3cccc(Cl)c3)CC2)cc1=O	2	5	0	i	-3	-1	-6	-3	-10
CN(C)CCCNS(=O)(=O)c1ccc(-n2nnc3ccccc32)c([N+](=O)[O-])c1	1	1	-7	i	4	-3	-2	-2	-3
CC(OC(=O)CNC(=O)COc1ccccc1)C(=O)N(C)Cc1ccccc1 (centres undefined)	3	5	0	i	-1	0	-5	1	-9
O=[N+]([O-])c1ccc2cn(C3OC(CO)C(O)C3O)nc2c1 (centres undefined)	-5	-5	0	i	-6	1	-8	-13	-3
OCCNC(=S)Nc1ccc2nsnc2c1	9	-2	14	i	-1	-3	-2	21	-5
CN(C)c1cc2c(cc1NC(=O)c1ccccc1Cl)n(C)c(=O)n2C	22	-2	-4	i	-3	9	-2	-1	2
COc1cccc(CN(C)C(=O)c2cccc(S(=O)(=O)N3CCN(c4ccc(F)cc4)CC3)c2)c1OC	9	-1	-7	i	0	-4	29	3	-15
COc1ccc(C(=O)C=CNNC(=O)c2ccc(Cl)cc2)cc1	-2	1	1	i	-2	3	11	3	2
COc1cc(SC)ccc1C(=O)N(C)Cc1ccccc1	-17	0	5	i	-3	7	-2	-3	-9
Cc1ccc(NC(=O)Nc2sc(=S)n(C)c2C)cc1	3	2	-55	i	-6	3	4	7	-7
NC(=O)/C(=C\c1cccnc1)NC(=O)c1ccccc1	2	-1	11	i	-1	-1	-4	10	-6
Fc1cc2ncn(Cc3ccccc3)c2cc1F	4	1	10	i	3	1	0	7	2
Cc1cc(N2CCN(S(=O)(=O)c3ccc(Br)cc3)CC2)n2ncnc2n1	-2	1	-1	i	-8	0	7	-11	-6
CC(C)COC(=O)N(C)C[C@@H]1OCc2cnnn2CCCC(=O)N([C@H](C)CO)C[C@H]1C	9	3	-8	i	-6	3	-8	0	-6
O=C(NCC1CCCO1)C1CCN(C(=O)c2ccc(Br)cc2)CC1 (centres undefined)	7	-4	14	i	-4	4	-10	7	-9
O=C(CN(C(=O)c1csnn1)c1ccccc1)NCc1ccc2c(c1)OCO2	3	0	26	i	0	2	-5	2	3
COc1ccc2nc(SCC(=O)NC(C)(C)C)[nH]c2c1	-3	0	-12	i	-2	6	-9	-7	-6
Cc1ccc(S(=O)(=O)N2CCC(C(=O)NCCN3CCCCCC3)CC2)cc1	8	2	-1	i	-3	-5	-7	-7	-2
Cc1cn([C@H]2C[C@H](O)[C@@H](CNS(=O)(=O)c3ccc(NS(=O)(=O)N(C)C)cc3)O2)c(=O)[nH]c1=O	-14	-2	8	i	-2	1	-9	-2	-2
O=C(N/N=C/c1cccc2cccnc12)[C@H]1C[C@@H]1c1ccccc1	-3	-4	-8	i	-8	5	13	3	3
Fc1ccccc1NC(=S)N1CCOCC1	29	0	-3	i	-1	-4	-3	-6	14
CC1(C(=O)NS(=O)(=O)c2cccc(C#N)c2)CCN1C(=O)Cc1ccccc1 (centres undefined)	7	2	11	i	-5	-2	-6	-4	-3
COC(CNC(=O)C(=O)Nc1cc2c3c(c1)CC(=O)N3CCC2)OC	4	0	2	i	-1	2	-6	-7	-13
Cc1cc(C)cc(NC(=O)C(c2ccccc2)N2CCN(CC(=O)NC3CC3)CC2)c1 (centres undefined)	-6	3	-17	i	-2	3	-1	3	-3
COc1ccc(/C=C/C(=O)Oc2ccc(/C=N/NC(=O)COc3c(C)cccc3C)cc2)cc1	-6	-1	-3	i	-1	4	-2	-17	1
O=C(CSc1nc(-c2ccccc2)c(-c2ccccc2)[nH]1)NCCN1C(=O)CSC1=O	-5	-5	-84	.	1	-2	1	1	9
Cc1ccccc1NC(=O)c1ccc2c(c1)C(=O)N(CCC(C)C)C2=O	17	0	-18	i	-1	4	-11	2	0
Cc1oc(-c2cccc3ccccc23)nc1CN1CCC[C@H]1CO	9	0	-3	i	-3	-3	-5	-5	-7
CSc1ncc2[nH]c(C(O)c3ccccc3)nc2n1 (centres undefined)	12	-2	-2	i	-1	-2	-3	-20	-4
Cc1nc(SCC(=O)NCc2ccccc2)c2oc3ccccc3c2n1	4	-7	-1	i	-8	7	-1	-1	-5
O=C(CSc1nc2ncc(Br)cc2[nH]1)Nc1ccc2c(c1)OCO2	18	2	-25	i	-6	4	-6	-6	8
O=C(O)c1ccc(-c2nc(-c3ccccc3)cs2)cc1	1	0	3	i	-4	3	-4	-6	0
O=C(O)C1CCN(C(=O)CSc2nc3ccccc3c(=O)n2Cc2ccccc2)CC1	19	1	7	i	-6	5	-3	-3	12
O=C(NCC(=O)c1ccccc1)OCc1ccc([N+](=O)[O-])cc1	-12	1	-3	i	-2	1	33	-11	-6
CCOC(=O)Oc1ccc2c(=O)c(Oc3cccc(C)c3)coc2c1	-26	-3	-14	.	-3	0	-1	10	-14
Cc1ccc(NC(=O)c2cc([N+](=O)[O-])ccc2NCc2cccnc2)cc1Cl	0	-2	-4	i	-2	-28	34	-12	-14
COC(=O)c1ccc(N2CCN(C(=O)C3CC3)CC2)c([N+](=O)[O-])c1	6	-5	-8	i	3	0	-8	3	8
O=C(NCc1ccccn1)C1CCN(S(=O)(=O)c2ccccc2C(F)(F)F)CC1	13	-2	13	i	-1	2	-2	-3	-12
CS(=O)(=O)N(CC(=O)NCc1ccco1)Cc1ccc(Cl)cc1	-9	1	0	i	-4	-1	-1	-24	-9
